From PubChem BioAssay
Rac1 wt modul = modulators of human Rac1 wildtype GTP binding | P63000 | GST-Rac1 beads, fluorescent GTP binding, flow cytometry; actives lie on both sides; 0 = cold GTP competed, 100 = untreated | GTP binding activity (% of control), % at 10 µM | 190,000 compounds, 0.27% hits;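 active = GTP binding activity at least 20 points away from the 100% control level, either lower or higher; inconclusive = compound flagged as likely green fluorescent, judged across all proteins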
HRas wt GTP bind = changes GTP binding to wildtype human HRas | P01112 | GST-Ras wt beads, Bodipy-FL-GTP binding, flow cytometry; actives lie on both sides | GTP binding activity, % at 10 µM | 190,000 compounds, 0.14% hits | AID 759;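 active = GTP binding activity at least 20% away from the 100% baseline, either lowered as inhibitor or raised as activator; inconclusive = flagged as likely green fluorescent, judged across all proteins in the well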;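 also: 0% = unlabeled GTP competition control and 100% = no-compound control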
Target sequence (P01112 whole entry, looked up): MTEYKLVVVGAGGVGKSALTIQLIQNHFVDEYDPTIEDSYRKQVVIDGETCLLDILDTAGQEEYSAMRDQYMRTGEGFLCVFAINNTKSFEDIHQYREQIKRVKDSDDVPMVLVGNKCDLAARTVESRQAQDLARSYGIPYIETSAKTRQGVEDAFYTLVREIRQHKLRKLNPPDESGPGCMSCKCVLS
Bim-Bcl-W = disrupts Bim peptide binding to human Bcl-W | Q92843 | bead-based flow cytometry | inhibition, % at 10 µM | 190,000 compounds, 0.02% hits;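 also: 0% = bound tracer without compound and 100% = peptide blocker; higher means less fluorescent Bim peptide bound to Bcl-W beads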
Target sequence (Q92843 whole entry, looked up): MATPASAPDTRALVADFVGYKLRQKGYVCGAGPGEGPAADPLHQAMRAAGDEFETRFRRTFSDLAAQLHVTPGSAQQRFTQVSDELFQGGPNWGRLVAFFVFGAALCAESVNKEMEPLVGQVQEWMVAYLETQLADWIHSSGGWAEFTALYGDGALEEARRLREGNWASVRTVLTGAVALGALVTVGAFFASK
Rab7 wt modul = dog Rab7 wildtype GTP binding, inhibitors and activators. GST-Rab7 beads, fluorescent GTP binding, flow cytometry; actives lie on both sides; untreated = 100%, excess cold GTP = 0%. GTP binding activity (percent of control), % at 10 µM. 190,000 compounds, 0.055% hits. AID 758;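 active = fluorescent GTP binding to Rab7 beads changed by at least 20 points from the 100% baseline, either direction, mostly lower; inconclusive = compound itself probably fluorescent, or too few beads counted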;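 also: median green fluorescence of bound Bodipy-FL-GTP per Rab7 bead population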
Bim-Bcl-B = human Bim-Bcl-B interaction inhibition | Q9HD36 | bead-based flow cytometry, Bim peptide-Bcl-B binding | inhibition, % at 10 µM | 190,000 compounds, 0.073% hits | AID 951;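 also: 0% = tracer peptide without compound and 100% = reference inhibitor peptide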
Bim-Bfl-1 = human Bim-Bfl-1 interaction inhibition; Bead-based flow cytometry, Bim-Bfl-1 binding inhibition; inhibition, % at 10 µM; 190,000 compounds, 0.12% hits;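 also: 0% = wells without compound plus tracer and 100% = blocker peptide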
Bim-Bcl-XL = disrupts Bim peptide binding to human Bcl-XL | Q07817 | bead flow cytometry, fluorescence | inhibition, % at 10 µM | 190,000 compounds, 0.04% hits | AID 1007
Target sequence (Q07817 whole entry, looked up): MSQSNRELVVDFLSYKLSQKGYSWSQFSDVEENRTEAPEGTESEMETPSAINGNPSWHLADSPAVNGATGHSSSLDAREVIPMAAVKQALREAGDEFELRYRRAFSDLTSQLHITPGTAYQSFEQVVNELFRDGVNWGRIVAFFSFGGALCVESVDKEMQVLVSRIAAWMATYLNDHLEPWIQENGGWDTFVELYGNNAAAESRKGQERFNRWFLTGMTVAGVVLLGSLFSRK
Cdc42 wt GTP = modulators (inhibitors or activators) of GTP binding to human Cdc42 wildtype. GST-Cdc42 beads, Bodipy-GTP binding, flow cytometry; actives lie on both sides. P60953. percent activity (GTP binding), % at 10 µM. 190,000 compounds, 0.2% hits;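 active = percent activity GTP binding at least 20 points away from the 100% baseline, either down as inhibitor or up as activator; inconclusive = compound flagged as likely green fluorescent from well-wide comparison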;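 also: median bead fluorescence of bound Bodipy-FL-GTP at 100 nM; 0% = excess unlabeled GTP control and 100% = no compound control; below 100% means less GTP binding so inhibitor and above means activator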
Rac1 act GTP bind = modulators of GTP binding to human Rac1 activated mutant | P63000 | GST-Rac1 activated beads, fluorescent GTP binding, flow cytometry; actives lie on both sides; 100% means binding = to untreated wells | percent activity (GTP binding), % at 10 µM | 190,000 compounds, 0.11% hits;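 active = GTP binding at least 20 percentage points away from the 100% baseline, in either direction, so actives lie on both sides; inconclusive = Compound likely fluorescent itself, or too few beads counted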
Rab2 wt GTP = changes GTP binding to wildtype dog Rab2A, up or down. GST-Rab2 wt beads, Bodipy-GTP binding, flow cytometry. GTP binding activity, % at 10 µM. 190,000 compounds, 0.19% hits;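 active = GTP binding activity at least 20 points away from 100%, either lowered or raised; inconclusive = signal likely due to the compound's own green fluorescence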;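 also: 0% = beads with excess unlabeled GTP and 100% = no-compound control corrected for plate trend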
Bcl-2 Bim block = disrupts Bim peptide binding to human Bcl-2. P10415. Bead-based flow cytometry, Bim peptide-Bcl-2 binding. inhibition, % at 10 µM. 190,000 compounds, 0.06% hits. AID 950; in the data active = inhibition above about 40%; inconclusive = no clear call, values can overlap the other calls;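 also: 0% = no compound wells with probe peptide and 100% = reference peptide inhibitor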
Target sequence (P10415 whole entry, looked up): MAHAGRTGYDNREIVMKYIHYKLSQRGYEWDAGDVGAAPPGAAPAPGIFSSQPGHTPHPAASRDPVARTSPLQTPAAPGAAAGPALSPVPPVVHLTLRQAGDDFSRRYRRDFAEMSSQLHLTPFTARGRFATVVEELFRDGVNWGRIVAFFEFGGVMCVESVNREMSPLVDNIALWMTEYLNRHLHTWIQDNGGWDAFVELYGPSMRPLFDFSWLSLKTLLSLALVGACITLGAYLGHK
* marks the source's active call; other numbers are inactive results; ? = inconclusive. Rule as the data show it, unless noted: active = inhibition above about 40%.

No.	Rac1 wt modul	HRas wt GTP bind	Bim-Bcl-W	Rab7 wt modul	Bim-Bcl-B	Bim-Bfl-1	Bim-Bcl-XL	Cdc42 wt GTP	structure	Rac1 act GTP bind	Rab2 wt GTP	Bcl-2 Bim block
1	104	104	-3	108	-15	-5	0	102	COc1cc(NC(=O)COc2ccccc2[N+](=O)[O-])ccc1NC(=O)c1cccs1	100	103	-8
2	98	98	3	101	-3	-3	0	96	O=C(NCCc1ccncc1)Nc1ccc(Cl)c(Cl)c1	97	100	0
3	105	102	0	104	-1	-3	-2	103	CN(CC(=O)N1CCCc2c1c(=O)oc1ccc(O)cc21)Cc1ccccc1	98	100	0
4	100	100	-3	99	-10	-20	-12	99	Cc1noc2ncnc(Oc3ccc(F)cc3)c12	100	101	-9
5	89	95	0	93	-10	-14	-3	94	O=C(CSc1nnc(C2CCCCC2)n1-c1ccccc1)NCc1ccco1	89	93	-7
6	94	96	-4	91	-15	5	-4	96	CCN(Cc1ccncc1)S(=O)(=O)c1ccc(C(C)=O)cc1	96	95	-8
7	100	96	-3	94	-3	-5	-3	98	CCN(CC)S(=O)(=O)c1ccc(N2CCCC2)c(NC(=O)Cc2ccc(OC)cc2)c1	97	97	-4
8	?	?	0	?	-5	-8	-6	?	CC(C)CCN(C(=O)Cc1ccc(Cl)c(Cl)c1)c1c(N)n(Cc2ccccc2)c(=O)[nH]c1=O	?	?	-7
9	105	101	-1	101	-8	-10	-4	103	COc1cc2c(cc1NC(=O)c1ccc3c(c1)OCO3)oc1ccccc12	99	102	-12
10	99	99	-2	95	-2	-3	-7	99	Cc1ccc(N2CC(C(=O)N3CCN(c4ccccc4)CC3)CC2=O)cc1 (stereo not given)	98	97	0
11	91	96	4	104	-1	4	1	92	O=C(Nc1cccc(-c2cn3c(n2)SCC3)c1)c1ccc(Br)o1	93	96	4
12	103	103	-1	103	-6	-2	-2	105	Cc1sc2c(c1C)c(=O)n(-c1ccccc1)c1nncn21	98	101	-1
13	92	93	-1	92	-1	0	-1	96	CCCCNC(=O)CSc1nc2ccccc2c(=O)n1CC1COc2ccccc2O1 (stereo not given)	91	91	0
14	94	97	-2	98	-2	0	0	96	O=C(c1ccco1)N1CCN(C(=O)C2(S(=O)(=O)c3ccc(Cl)cc3)CC2)CC1	93	95	-1
15	101	98	0	97	0	0	0	100	COc1ccc(OC)c(NC(=O)c2cc3ccccc3o2)c1	102	100	-4
16	99	99	-2	104	-6	-3	-3	95	OCCC1CN(Cc2ccc3nsnc3c2)CCN1CCc1ccccc1 (stereo not given)	95	99	-6
17	99	97	0	97	-4	-3	-2	98	Nc1no[n+]([O-])c1-c1ccccc1	96	94	-1
18	111	106	5	108	-2	-7	-2	106	CCN(CC)CCNC(=O)c1ccc2c(c1)ncn2C1CCCCC1	105	107	-3
19	93	93	-1	101	-1	-4	-5	88	O=C(N/N=C/c1coc2ccccc2c1=O)c1ccccc1	92	92	-1
20	103	100	-3	96	-6	-8	-7	97	O=C(O)c1cc([N+](=O)[O-])ccc1NCCO	99	102	-7
21	98	97	-2	93	-10	-17	-7	97	C=CCn1c(N)c(C(=O)N2CCN(C)CC2)sc1=S	98	96	-11
22	92	94	0	93	-5	-10	-6	94	O=C(CSc1ncnc2c1cnn2Cc1ccccc1)Nc1ccc2c(c1)OCCO2	93	92	-8
23	101	97	2	98	-3	1	0	101	O=C(Cc1ccc2c(c1)OCCO2)N1CCN(S(=O)(=O)c2ccccc2C(F)(F)F)CC1	98	100	4
24	93	98	-2	103	0	2	-3	99	Cc1ccc2nsnc2c1S(=O)(=O)N1CCCC1C(=O)O (stereo not given)	99	99	0
25	103	98	-9	96	-10	-1	-13	100	CCNc1nc(NCC)n2c(SCC(=O)Nc3ccccc3[N+](=O)[O-])nnc2n1	100	97	-7
26	91	93	-3	99	4	3	-1	90	CCN(CC(=O)Nc1cc(OC)ccc1OC)Cc1nc2ccccc2c(=O)[nH]1	94	97	2
27	96	96	0	89	-6	-10	-7	101	O=C(Nc1nnc(-c2ccccc2Cl)o1)c1cccnc1	94	97	-3
28	99	103	0	99	0	-2	0	101	N/N=c1\sc2ccccc2n1-c1ccccc1	96	101	0
29	100	99	-1	104	-1	0	-1	98	O=C(COC(=O)/C=C/c1ccccc1)NCc1ccc(Cl)cc1	96	96	-1
30	106	101	0	103	0	2	-1	100	COC(=O)Cc1c(O)ccn(Cc2ccc(F)cc2)c1=O	100	102	0

One compound at a time, from the list above. Order of values: Rac1 wt modul, HRas wt GTP bind, Bim-Bcl-W, Rab7 wt modul, Bim-Bcl-B, Bim-Bfl-1, Bim-Bcl-XL, Cdc42 wt GTP, Rac1 act GTP bind, Rab2 wt GTP, Bcl-2 Bim block
O=C(Cc1ccc2c(c1)OCCO2)N1CCN(S(=O)(=O)c2ccccc2C(F)(F)F)CC1 is listed with 101, 97, 2, 98, -3, 1, 0, 101, 98, 100, 4
CCN(CC(=O)Nc1cc(OC)ccc1OC)Cc1nc2ccccc2c(=O)[nH]1 is listed with 91, 93, -3, 99, 4, 3, -1, 90, 94, 97, 2

Remaining list, next part
No.	Rac1 wt modul	HRas wt GTP bind	Bim-Bcl-W	Rab7 wt modul	Bim-Bcl-B	Bim-Bfl-1	Bim-Bcl-XL	Cdc42 wt GTP	structure	Rac1 act GTP bind	Rab2 wt GTP	Bcl-2 Bim block
31	99	98	-1	98	-3	-10	-4	100	COc1ccc(Cl)cc1C(=O)N1CCN=C1SC	95	98	-5
32	103	98	-1	99	2	0	-4	100	Cc1c(NC(=S)NC(=O)c2cc3ccccc3o2)c(=O)n(-c2ccccc2)n1C	97	99	-1
33	103	102	-6	99	-8	-3	-9	102	Cn1cccc1Cc1nnc(SCC(N)=O)n1CCc1ccccc1	98	100	0
34	?	?	-6	?	-12	-12	-9	?	Cc1ccc2[nH]c(=O)c(CN(C(=O)c3cccs3)c3ccccc3)cc2c1	?	?	-9
35	102	99	-1	97	-4	-5	0	99	C#CCOCCOCCOCCNc1nc(N2CCOCC2)nc(N2CCN(C(=O)[C@H](Cc3ccc(O)cc3)n3cc([C@@H](N)C(C)CC)nn3)CC2)n1 (stereo not given in full)	97	98	-2
36	96	98	-2	95	-2	-2	-3	98	COc1ccc2nc(N3C(=O)CC(Cc4cc(C)cc(C)c4)C3=O)sc2c1 (stereo not given)	96	98	-5
37	108	103	-1	103	-6	-4	-3	99	O=C(COc1ccc(F)cc1Br)N1CCc2ccccc21	103	102	-2
38	103	101	-1	107	-1	-2	-6	98	CN1C/C(=N\S(=O)(=O)c2ccccc2)N(C)C1=O	97	104	0
39	102	98	2	99	-4	0	0	99	CC1=NN(c2ccc([N+](=O)[O-])cc2)C(c2ccccc2)C1 (stereo not given)	96	95	2
40	95	96	-1	99	0	-5	1	94	CN(C)c1ccc(P(=O)(CC(=O)N/N=C/c2ccc(C#N)cc2)OCCCl)cc1 (stereo not given)	94	95	-1
41	102	99	-3	98	-8	-7	6	97	c1ccc(Cn2nnc3c(N4CCCC4)ncnc32)cc1	98	99	-6
42	101	99	-2	97	-1	-2	-3	99	CCN(CC)C(=O)/C(=C\c1cccc([N+](=O)[O-])c1)NC(=O)c1ccco1	99	100	1
43	99	100	0	96	3	4	0	102	CCOc1[nH]n(-c2ccccc2)c(=O)c1C=NCc1ccncc1	99	101	3
44	97	96	-1	97	-3	-4	0	95	Cc1ccc(C)c2nc(Cl)c(C3NC(=O)c4ccccc4N3)cc12 (stereo not given)	96	95	-1
45	95	94	0	99	-1	-2	-4	95	COC(=O)C1=C(C)NC(=O)NC1c1ccco1 (stereo not given)	93	96	0
46	102	99	1	99	-1	-8	-1	101	CCCC(=O)Nc1nc2nc(-c3ccccc3)cc(=O)n2[nH]1	100	98	-2
47	110	103	-4	102	-10	-20	-6	102	O=S(=O)(NC1CCCCC1)c1ccc(Cl)s1	101	101	-11
48	105	103	0	103	-1	0	-1	99	COC(=O)C(NC(=O)CNS(=O)(=O)c1ccc(Br)cc1)c1ccccc1 (stereo not given)	97	103	-1
49	99	97	-3	97	1	-1	0	100	CN(Cc1ccccc1)C(=O)CC(c1ccccc1)c1cc(Cl)ccc1O (stereo not given)	96	97	-4
50	101	98	-2	103	-2	-9	-2	94	O=C(Oc1ccc(O)cc1)C12CC3CC(CC(C3)C1)C2	96	99	-5
51	93	93	6	93	-6	1	4	93	COc1cc2c(c3oc(-c4ccccc4)cc(=O)c13)C=CC(C)(C)O2	93	93	2
52	95	97	1	98	-1	-8	-2	98	COc1nnc(-c2ccc(N3CCOCC3)c(NC(=O)c3ccc(C)cc3)c2)c2ccccc12	93	96	-1
53	103	99	4	96	-1	-7	-4	103	COc1ccc(S(=O)(=O)N2CCC(C(=O)Nc3ccc4c(c3)OCCO4)CC2)cc1OC	100	98	0
54	114	105	0	104	-6	-11	-6	109	CCOC(=O)CN(C(=O)Cn1nnc2ccccc21)C(C(=O)NCCOC)c1ccccc1C (stereo not given)	102	104	-6
55	96	95	3	96	0	6	-6	95	Cc1cc(N2CCN(c3nnnn3-c3ccccc3)CC2)n2ncnc2n1	96	96	1
56	104	100	7	98	-2	5	1	101	CC(C)Oc1ccc(C(=O)Nc2ccc(N(C)C)cc2)cc1	99	97	2
57	102	97	-4	99	-8	-2	-8	99	O=C(Nc1ccccc1-c1ccccc1)C1CCCCC1	97	97	-3
